# Screening data deposited in PubChem by The Scripps Research Institute Molecular Screening Center.
# MITF primary = human MITF inhibition, primary screen. O75030. AlphaScreen MITF homodimerization, bead proximity signal. inhibition, % at 2.6 µM. 650,000 compounds, 0.91% hits. AID 1259374; in the data active means inhibition above about 50%;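 further: 0% = vehicle wells with protein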
# FBW7 activator = human FBW7 E3 ligase activation, primary screen; AlphaScreen FBW7–phospho-cyclin E peptide binding, activator screen; 650,000 compounds, 0.13% hits; AID 1259310; normalized activity (activation), % at 26.1 µM; Q969H0; in the data active means normalized activity above about 1.9%;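 further: purified mutant Fbw7 with reduced substrate affinity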
# Target sequence (Q969H0 whole entry, looked up): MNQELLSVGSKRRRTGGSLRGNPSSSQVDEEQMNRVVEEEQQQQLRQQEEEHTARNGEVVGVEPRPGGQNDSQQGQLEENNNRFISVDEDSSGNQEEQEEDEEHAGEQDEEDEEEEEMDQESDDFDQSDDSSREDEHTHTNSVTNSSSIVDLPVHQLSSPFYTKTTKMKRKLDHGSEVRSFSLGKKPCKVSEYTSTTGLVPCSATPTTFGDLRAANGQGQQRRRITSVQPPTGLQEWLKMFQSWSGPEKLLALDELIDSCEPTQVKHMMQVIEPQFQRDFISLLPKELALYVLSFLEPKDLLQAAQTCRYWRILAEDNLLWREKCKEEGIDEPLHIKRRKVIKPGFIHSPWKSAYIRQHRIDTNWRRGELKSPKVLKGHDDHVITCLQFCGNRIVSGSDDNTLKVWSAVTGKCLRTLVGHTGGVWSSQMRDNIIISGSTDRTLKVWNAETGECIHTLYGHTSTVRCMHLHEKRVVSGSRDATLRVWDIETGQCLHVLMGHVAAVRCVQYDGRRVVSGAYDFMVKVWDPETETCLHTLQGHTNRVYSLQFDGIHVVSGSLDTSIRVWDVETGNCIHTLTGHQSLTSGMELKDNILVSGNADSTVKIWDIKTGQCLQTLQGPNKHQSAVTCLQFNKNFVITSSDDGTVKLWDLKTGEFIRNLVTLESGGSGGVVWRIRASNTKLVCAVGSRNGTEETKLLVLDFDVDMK
# TEAD-YAP block = TEAD-YAP interaction inhibition; HEK-TIYL cells, TEAD-Gal4/YAP UAS-luciferase luminescence; inhibition, % at 9.12 µM; 640,000 compounds, 1.4% hits; AID 1259422; in the data active means inhibition above about 32%;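 further: 0% = median of test compound wells and 100% = reference inhibitor wells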
# GPR151 activ = human GPR151 activation. PathHunter beta-arrestin GPR151 cells, luminescence. activation, % at 11.2 µM. 650,000 compounds, 1% hits; in the data active means activation above about 4.9%;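 further: 0% = median of compound wells and 100% = cells with positive control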
# Target sequence (Q8TDV0 whole entry, looked up): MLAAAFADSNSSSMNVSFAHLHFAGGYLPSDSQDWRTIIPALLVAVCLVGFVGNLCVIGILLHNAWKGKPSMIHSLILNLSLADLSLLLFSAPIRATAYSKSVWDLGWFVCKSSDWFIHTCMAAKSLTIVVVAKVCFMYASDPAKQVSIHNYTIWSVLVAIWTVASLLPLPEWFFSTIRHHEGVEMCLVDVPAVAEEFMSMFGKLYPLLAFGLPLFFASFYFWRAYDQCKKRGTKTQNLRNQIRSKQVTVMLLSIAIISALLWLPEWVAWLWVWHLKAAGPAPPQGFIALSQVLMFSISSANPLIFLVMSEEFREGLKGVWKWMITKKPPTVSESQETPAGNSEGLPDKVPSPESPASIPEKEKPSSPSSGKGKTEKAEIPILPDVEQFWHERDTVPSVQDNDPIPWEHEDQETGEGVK
# An asterisk follows results filed as active; . = no result given; & = joins results of further samples.
# Every second line gives: MITF primary | FBW7 activator | TEAD-YAP block | GPR151 activ
> CCOC(=O)c1sc2nc(CC(=O)OC)nc(Nc3cccc(Cl)c3C)c2c1C
 : 7 | 0.2 | 1 | 0.7
> CCN(CC)CCN(C)C(=O)CC1C(=O)NCCN1Cc1ccccc1OC (stereo unspecified)
 : -17 | 0.1 | 6 | 0.8
> CN(C)S(=O)(=O)c1ccc(C(=O)O)cc1
 : 4 | 0.0 | -2 | -0.8
> Cc1ccc(CNC(=O)C(=O)Nc2ccccc2Cl)cc1
 : 3 | 0.1 | -2 | -0.3
> O=C(OCC1C(COC(=O)c2ccco2)C1(Cl)Cl)c1ccco1 (stereo unspecified)
 : 0 | 0.0 | 11 | -0.9
> COc1cccc(CCNC(=O)c2nc3ccc(-c4cn[nH]c4)cc3c(=O)[nH]2)c1
 : -14 | 0.2 | -5 | -1.0
> CC(C)(C)c1ccc(NC(=O)COC(=O)c2ccc([N+](=O)[O-])s2)cc1
 : -5 | -0.2 | -10 | 6.1*
> Cc1ccc2cc(C#N)c(SCCO)nc2c1
 : -17 | 1.0 | 15 | 6.4*
> COCCN1C=C(C(=O)OC)C(c2ccccc2OC)C(C(=O)OC)=C1
 : 2 | 0.1 | 8 | 0.0
> CCOC(=O)c1cnc2c(C)cc(Cl)cc2c1Nc1ccc(C)c(Cl)c1
 : -9 | 0.0 | -11 | -1.6
> COc1ccc(/C(C)=N\N(C)c2ccccc2)c(OC)c1
 : 0 | -0.1 | -22 | -0.1
> Cc1cc(NS(=O)(=O)c2ccc(NC(=O)COc3ccc4ccccc4c3)cc2)no1
 : 4 | 0.1 | -10 | -0.3
> CC(=O)Nc1ccc(NC(=O)CN2C(=O)CCSc3ccccc32)cc1
 : 2 | 0.0 | 13 | 0.2
> Cc1cccc(N2C(=NC(=O)CCC(=O)O)SC3CS(=O)(=O)CC32)c1C (stereo unspecified)
 : 10 | 0.8 | 3 | 2.1
> O=C(Cc1n[nH]c(=O)c2ccccc12)NCCn1nc(-c2cccs2)oc1=O
 : 2 | -0.1 | 0 | 0.1
> O=C1CC(c2cccc(Cl)c2)CC(O)=C1C=NC1CCCC1 (stereo unspecified)
 : -1 | -0.1 | -2 | -1.3
> C=CC[C@@H]1C=CC(O/N=C(\C)CCC(=O)OC[C@H]2O[C@H](C#Cc3ccccc3)C=C[C@@H]2Oc2ccc(C)cc2)[C@@H](CO)O1 (stereo partly specified)
 : 9 | 0.1 | . | 3.1
> CCCCCOC(=O)CSc1nc2c(c(=O)[nH]c(=O)n2C)n1CC(N)=O
 : -15 | -0.1 | 8 | 1.6
> Cc1sc2ncn(-c3ccccc3)c(=O)c2c1C
 : -3 | -0.1 | -35 | -0.5
> CCOC(=O)c1ccc(NC(=O)C(C)Sc2nc(O)c(NC(C)=O)c(=O)[nH]2)cc1 (stereo unspecified)
 : -1 | -0.2 | -4 | -0.1
> Cc1ccc(S(=O)(=O)NNC(=O)c2cccs2)c(C)c1
 : -4 | 0.0 | 7 | -0.7
> Cc1ccc(N(CC(=O)N2CCCCC2)S(=O)(=O)c2ccccc2)cc1
 : 28 | 0.7 | 3 | -0.3
> COc1ccc(OCCCNC2CCCC(C)C2C)cc1 (stereo unspecified)
 : 16 | -0.1 | 3 | 0.3
> C=CCn1c(O)c(C2=c3cc(C)ccc3=NC2=O)s/c1=N/c1nccs1
 : -4 | 0.0 | -6 | 1.8
> COc1cccc(/C(O)=C/C(=O)C(=O)Nc2ccc(F)cc2F)c1
 : -3 | -0.3 | -2 | -0.2
> O=C(NCCOc1cccc2cccnc12)c1ccc(Cn2ccnc2)cc1
 : 17 | -0.2 | 5 | 1.2
> CCOc1ccc2nc(N3CCCC3C(=O)N(C)Cc3ccno3)nc(C)c2c1 (stereo unspecified)
 : 16 | 0.2 | 2 | 1.2
> NC(=O)c1cc(NC(=O)CCCSc2nc3ccccc3s2)cc(C(N)=O)c1
 : -3 | 0.1 | 5 | 0.4
> CCCCc1c(C)c2ccc(OC)c(/C(C)=N\O)c2oc1=O
 : -1 | -0.2 | -17 | 0.3
> Cc1ccc(C2CC(c3cccc(NS(C)(=O)=O)c3)=NN2C(=O)CCCC(=O)O)cc1 (stereo unspecified)
 : 0 | 0.0 | 0 | 1.7
> COc1ccc(-c2nn(CCC(=O)O)cc2/C=C/C(=O)O)cc1[N+](=O)[O-]
 : -6 | 0.1 | -1 | 1.5
> COC(CNc1cc(-c2ccncc2)nc(-c2ccccn2)n1)OC
 : 15 | -0.5 | 7 | 0.5
> CN1C(=O)C(CC(=O)Nc2ccccc2)SC1=Nc1cccc2ccccc12 (stereo unspecified)
 : -9 | -0.2 | -4 | -0.9
> FC(F)(F)c1ccc(-c2nc(-c3ccncc3)ncc2-c2cnccn2)cc1
 : -9 | 0.0 | -5 | -1.4
> Cn1c(=O)n(CC(=O)N2CCN(c3cccc(Cl)c3)CC2)c(=O)c2ccccc21
 : 34 | -0.1 | 0 | 0.4
> CCN(CC)c1ccc(CN2C[C@@H](NCc3cccs3)C[C@H]2C(=O)NC)cc1
 : 9 | 0.3 | -3 | 0.3
> CCOC(=O)c1cnc2c(Cl)cc(Cl)cc2c1NCCO
 : 5 | 0.1 | 15 | 1.7
> O=C1C(=O)N(c2cccnc2)C(c2ccccc2F)/C1=C(/O)c1ccc(Cl)cc1 (stereo unspecified)
 : -9 | -0.1 | 4 | 0.3
> Cc1ccc(C)c2[nH]c(=O)c(CCNC(=O)C(C)C)cc12
 : 18 | 0.0 | -1 | -0.8
> O=C1CC(=O)Nc2cc(S(=O)(=O)N3CCCC3)ccc2N1
 : -1 | -0.2 | -7 | -0.4
> CCCc1cc(=O)[nH]c2nnc(SCC(=O)Nc3ccc(F)cc3)n12
 : 11 | 0.1 | 7 | 0.9
> CC1(C)O[C@@H]2CC3C4CCC5=CC(=O)CCC5(C)C4(F)C(O)CC3(C)[C@]2(C(=O)CCl)O1 (stereo partly specified)
 : 17&-8 | -0.1&-0.1 | -10 | -0.2&-1.2
> O=C(Nc1ccccc1)c1cc([N+](=O)[O-])ccc1NCc1ccco1
 : -5 | -0.1 | 2 | -0.6
> O=C(CSc1cccc[n+]1[O-])Nc1ccc(Cl)c(Cl)c1
 : 3 | 0.2 | -3 | 0.8
> C=Cc1ccc(Cn2c(C(=O)O)c(CNCc3ccccc3C)c3ccccc32)cc1
 : -2 | -0.3 | 6 | 0.9
> Cc1ccc(Cl)cc1NS(=O)(=O)c1c(C)[nH]c(=O)[nH]c1=O
 : 9 | 0.0 | 0 | 0.0
> O=c1oc2c(CN3CCOCC3)c(O)ccc2cc1-c1ccc(F)cc1
 : 7 | 0.7 | -4 | 14*
> CCc1cc2c(NCc3ccccc3)ncnc2s1
 : -21 | 0.1 | 17 | 1.9
> CCOC(=O)C1(CCOC)CCN(C(=O)Cc2ccc3ccccc3c2)CC1
 : 3 | 0.1 | 2 | 0.3
> COc1ccccc1-c1ccc(SCC(=O)NCc2ccco2)nn1
 : 2 | -0.9 | 4 | 3.1
> COC(=O)C1(C(F)(F)F)N=C2C=CC(Br)=CN2C(c2cccc(Cl)c2)=N1 (stereo unspecified)
 : 16 | 0.6 | 1 | 1.1
> NC(=O)c1c2c(nc3ccccc13)CCCC2
 : 8 | 0.0 | 3 | 0.4
> O=C(CN1C(=O)NC2(CCCCC2)C1=O)Nc1ccc(OC(F)(F)F)cc1
 : -11 | -0.1 | 13 | -2.5
> NC(=O)c1cnc(Oc2ccccc2)s1
 : 0 | -0.1 | 7 | 1.1
> CCC(C)NC(=O)CCc1nnc2ccc(N3CCN(c4cccc(OC)c4)CC3)nn12 (stereo unspecified)
 : 3 | 0.1 | 7 | 0.6
> Cc1ccccc1-c1nnn(CC(=O)NC2CCCC2)n1
 : 15 | 0.4 | -10 | -1.5
> CCCS(=O)(=O)N1CCC(O)(c2cccnc2)CC1
 : 13 | 0.2 | 1 | -0.8
> COc1cc(C(=S)N2CCCCC2)ccc1OC(=O)c1cccc([N+](=O)[O-])c1
 : 5 | -0.1 | 1 | -0.8
> CN1CCC(N(C(=O)c2ccccc2)C2CCN(C)CC2)CC1
 : -10 | 0.0 | -4 | 1.3
> COC(=O)C1=C(C)NC2=C(C(=O)c3ccccc32)C1c1ccc(-c2ccc(Cl)cc2Cl)o1 (stereo unspecified)
 : 17 | 0.2 | -1 | 0.2

# Continuation:
# Every second line gives: MITF primary | FBW7 activator | TEAD-YAP block | GPR151 activ
> CC(=O)CC(c1ccccc1)C(c1ccccc1)[N+](=O)[O-] (stereo unspecified)
 : 12 | 0.1 | 10 | 0.5
> CCOC(=O)c1cccc(NC(=O)C(C)(C)CC)c1
 : 1 | 0.0 | -6 | -1.0
> COCCNc1nc(-c2cccc(Cl)c2)nc2ccccc12
 : 13 | 0.1 | 15 | -0.2
> COc1ccc(NC(=O)Cn2cnc3sc(-c4ccccc4)cc3c2=O)cc1
 : 16 | 0.0 | 3 | -0.4
> CCOc1ccc(NC(=O)CCc2nc3cccnc3n2Cc2cccs2)cc1
 : 10 | 0.7 | -1 | -0.6
> CCN(CC)S(=O)(=O)c1cccc(N2C(=O)c3ccccc3C2=O)c1
 : 11 | 0.0 | 6 | 0.1
> NC(=O)c1c(NC(=O)Cc2cccs2)sc2c1CCC2
 : -3 | 0.0 | -1 | 0.3
> O=C1C=C(N2CCN(C(c3ccccc3)c3ccccc3)CC2)C2(CCCCC2)O1
 : -1 | -0.2 | 14 | 1.0
> CCOC(=O)Cn1c(=O)oc2cc(S(=O)(=O)Nc3cc(OC)cc(OC)c3)ccc21
 : 11 | 0.5 | 7 | -0.8
> Cn1c(CSCc2ccccc2Cl)nnc1SCC(=O)Nc1nccs1
 : -25 | 0.1 | 10 | -0.8
> COc1cc(C)c(C)cc1S(=O)(=O)NCC1COC2(CCCCC2)O1 (stereo unspecified)
 : 5 | -0.2 | -1 | 0.1
> NC(=O)C1CCN(C2=NC(=O)/C(=C\c3ccc(-c4ccc(F)cc4)o3)S2)CC1
 : 22 | -0.1 | -12 | 0.1
> O=C1N[C@@H](CO)C(=O)N2C[C@@H](NCc3ccc(F)c(F)c3)C[C@@H]12
 : -8 | 0.0 | 2 | -0.5
> C/C(CC(=O)NC12CC3CC(CC(C3)C1)C2)=N\NC(=O)c1ccncc1
 : -6 | -0.2 | -7 | -1.0
> O=C1/C(=C/c2cccnc2)SC(=S)N1c1ccc2c(c1)OCO2
 : 0 | -0.1 | 2 | -0.4
> O=C(Nc1nn[nH]n1)c1ccccc1
 : -112 | -0.1 | -2 | -0.7
> Cc1cccc(NC(=O)CC2Nc3ccccc3NC2=O)c1 (stereo unspecified)
 : 13 | 0.1 | -15 | -1.6
> O=C(CC(=O)Nc1cccc(Cl)c1)N/N=C/c1ccccc1Cl
 : 0 | 0.0 | 6 | -0.1
> Cc1ccc(NC(=O)c2snc3c(=O)[nH]cnc23)cc1C
 : -5 | -0.1 | -5 | 2.2
> O=c1nc2n(-c3ccc([N+](=O)[O-])cc3)c3ccccc3cc-2c(=O)[nH]1
 : -2 | 0.0 | 8 | 2.2
> COc1cccc(C(=O)Nc2c3c(nn2-c2cccc(Cl)c2)CS(=O)C3)c1OC (stereo unspecified)
 : 5 | -0.1 | 1 | 0.3
> NNC(=O)c1ccc(Cn2cccn2)o1
 : -16 | -0.2 | -15 | -0.2
> O=C(COc1ccccc1)Nc1ccc(-c2nnc(-c3ccco3)o2)cc1
 : 32 | 0.1 | -40 | -1.0
> CCOc1ccccc1-n1c(=S)sc2c(=O)n(-c3ccccc3)c(SCc3nc4ccccc4[nH]3)nc21
 : 11 | 0.0 | 7 | -0.4
> CN1C(C(=O)Nc2cccc(O)c2)=CC(c2cccs2)=NS1(=O)=O
 : 6 | -0.3 | 2 | -1.0
> COc1cc2c(cc1OC)C(COc1ccc(F)cc1)N(C(=O)c1cc3ccccc3oc1=O)CC2 (stereo unspecified)
 : -2 | -0.3 | -10 | 0.9
> Cc1nc2c(cnn2-c2ccccc2)c(=O)n1-c1cccc2ccccc12
 : 7 | 0.1 | 37* | 0.0
> Cc1ccc(C(=O)NCc2ccco2)cc1Br
 : 13 | 1.1 | 12 | 0.6
> CCOC(=O)COc1cccc2c(=O)n(CC(N)=O)ccc12
 : -4 | -0.1 | 4 | 1.6
> CC1=CC2=NC(=O)CC(C)(C(=O)N(CC(=O)NC(C)(C)C)Cc3cccs3)N2C=C1 (stereo unspecified)
 : -13 | 0.0 | 4 | 0.4
> CCOC(=O)c1cc(-c2ccc3c(c2)OCCO3)n[nH]1
 : -12 | -0.2 | -28 | -3.6
> Cc1n(O)c2c3c(c4c(c2[n+]1[O-])n(O)c(C)[n+]4[O-])[n+]([O-])c(C)n3O
 : 0 | -0.2 | 6 | 0.9
> O=C(CNc1cccc2ccccc12)N/N=C/c1ccc([N+](=O)[O-])o1
 : 8 | -0.1 | 22 | 0.1
> CCOC(=O)c1nc(Nc2cc([N+](=O)[O-])ccc2O)c2ccccc2n1
 : -7 | -0.1 | 1 | -0.7
> CCN(CC)C(=O)C1c2ccccc2C(=O)N(CCOC)C1c1cn(C)c2ccccc12 (stereo unspecified)
 : -10 | -0.1 | 3 | -0.3
> CCOC(=O)c1sc2nc(C)nc(NC(C)CC)c2c1C (stereo unspecified)
 : 9 | 0.8 | -8 | -0.9
> COc1ccc(C(=O)Nc2nnc(-c3ccccc3Cl)o2)cc1[N+](=O)[O-]
 : 11 | -0.4 | 5 | 0.0
> CC(Oc1ccsc1C(=O)N(C)C)C(=O)N(C)C (stereo unspecified)
 : 7 | 0.4 | 10 | -0.6
> O=C(N/N=C/c1ccc2c(c1)OCO2)c1cccc(F)c1
 : -10 | 0.1 | -56 | -0.8
> COc1ccc(C)cc1NC(=O)CSc1nc2c(c(=O)n(C)c(=O)n2C)n1C
 : 13 | 0.0 | 9 | 0.9
